CCT modulator: changes cytosolic chaperonin activity. actives 0.3% (n = 360,000). AID 651819. purified chaperonin ATPase assay, HTRF ADP detection, 30 min. activity change, % (test concentration not listed), hits read low; in the data active = activity change below about -30%; also: % is scaled to controls: 0 for no effect and ±100 for the full control effect
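Enzyme 40 or 20 nM (batch-dependent) in Tris pH 7.4/KCl/MgCl2/DTT; cpd 76 uM single point; ATP 10 uM; 30 min 37 °C; Transcreener ADP HTRF detection, 30 min RT; ratio 665/615.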
Nrf2 block: Nrf2 pathway inhibition; A549 ARE-Fluc reporter, luciferase luminescence, 18-24 h; Potency, µM (titrated, usually from 46 µM), for inactives: top-dose activity change, negative = inhibition, actives largely listed as inhibitors; actives 2.1% (n = 360,000); also: potency is read from the fitted curve at half-maximal effect; % is scaled to controls: 0 for no effect and ±100 for the full control effect; nearly all actives have a fitted effect of over 60% in size
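A549 ARE_Fluc cells, 5000/well, 5% FBS OPTI-MEM; compounds in dose-response, 18-24 h at 37 °C/5% CO2; CellTiter-Fluor viability read (Ex 405/Em 525), then BugLite luciferase luminescence = Nrf2 activity.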
Nrf2 activator: activates Nrf2 signaling | AREc32 ARE-luciferase reporter (MCF7-derived line), luminescence, 24 h | actives 0.31% (n = 410,000) | AID 624171 | Potency, µM (series often up to 46.1 µM), without a hit: at the highest dose activation, actives largely listed as activators; also: potency is read from the fitted curve at half-maximal effect; % of control where 0% means no effect; nearly all actives have a fitted effect of over 65% in size
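Each well held 1000 AREc32 cells, which were incubated with compound for 24 hr at 37 deg C after overnight attachment, and ARE reporter activity was quantified by firefly luciferase luminescence.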
Mm-Cpn inhibitor: M. maripaludis TRiC chaperonin inhibition. purified Mm-Cpn ATPase, ADP Transcreener TR-FRET. Potency, µM (titrated, usually from 76.9 µM), for the others: at the highest dose activity, negative = inhibition, actives largely listed as inhibitors. actives 0.031% (n = 330,000); also: potency is read from the fitted curve at half-maximal effect; % is scaled to controls: 0 for no effect and ±100 for the full control effect; nearly all actives have a fitted effect of over 80% in size
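Reaction buffer contained 30 mM Tris pH 7.4, 100 mM KCl, 5 mM MgCl2 and 1 mM DTT. Mm-CPN (25 nM final) hydrolysed 10 uM ATP over 30 min at 37°C; ADP was read by HTRF.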
A549 tox: A549 cytotoxicity, counter-screen for Nrf2 inhibitors; AID 504648; A549 ARE-Fluc cells, CellTiter-Fluor viability, 18-24 h; actives 0.16% (n = 390,000); Potency, µM (highest dose often 46 µM), for the others: at the highest dose activity change, negative = cytotoxicity, actives largely listed as inhibitors; also: potency is read from the fitted curve at half-maximal effect; % is scaled to controls: 0 for no effect and ±100 for the full control effect
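A549 ARE_Fluc cells in 5% FBS OPTI-MEM were exposed to compounds in concentration-response for 18-24 h at 37 deg C. Viability was read by CellTiter-Fluor fluorescence (Ex 405/Em 525) after 30 min, before the luciferase read.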
pAkt inh: inhibitors of Akt phosphorylation. Neuro2A IGF-stimulated pAkt S473 HTRF, 20 min; stronger effect = lower value. activity change, % for hits at 50 µM. actives 0.32% (n = 360,000); in the data active = activity change below about -80%; inconclusive = mostly about -51% to -80%; also: % is scaled to controls: 0 for no effect and ±100 for the full control effect
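Neuro2A cells (4,500/well, DMEM with 0.5% FBS) were treated with compound at a single 50 µM final concentration, stimulated with 6 nM IGF for 20 min at 37 °C, and lysed. Phospho-Akt Ser473 was read by HTRF as 665/615 ratio ×10^4.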
EPAC2 ag: activates human EPAC2 exchange factor; Q8WZA2; EPAC2 activation, biochemical qHTS; response scale: 100% = 6.5 mM cAMP response; Potency, µM (series often up to 154 µM), for inactives: top-dose activation, most hits filed as activators; actives 0.079% (n = 360,000); also: potency is read from the fitted curve at half-maximal effect; nearly all actives have a fitted effect of over 50% in size
Target sequence (Q8WZA2 whole entry, looked up): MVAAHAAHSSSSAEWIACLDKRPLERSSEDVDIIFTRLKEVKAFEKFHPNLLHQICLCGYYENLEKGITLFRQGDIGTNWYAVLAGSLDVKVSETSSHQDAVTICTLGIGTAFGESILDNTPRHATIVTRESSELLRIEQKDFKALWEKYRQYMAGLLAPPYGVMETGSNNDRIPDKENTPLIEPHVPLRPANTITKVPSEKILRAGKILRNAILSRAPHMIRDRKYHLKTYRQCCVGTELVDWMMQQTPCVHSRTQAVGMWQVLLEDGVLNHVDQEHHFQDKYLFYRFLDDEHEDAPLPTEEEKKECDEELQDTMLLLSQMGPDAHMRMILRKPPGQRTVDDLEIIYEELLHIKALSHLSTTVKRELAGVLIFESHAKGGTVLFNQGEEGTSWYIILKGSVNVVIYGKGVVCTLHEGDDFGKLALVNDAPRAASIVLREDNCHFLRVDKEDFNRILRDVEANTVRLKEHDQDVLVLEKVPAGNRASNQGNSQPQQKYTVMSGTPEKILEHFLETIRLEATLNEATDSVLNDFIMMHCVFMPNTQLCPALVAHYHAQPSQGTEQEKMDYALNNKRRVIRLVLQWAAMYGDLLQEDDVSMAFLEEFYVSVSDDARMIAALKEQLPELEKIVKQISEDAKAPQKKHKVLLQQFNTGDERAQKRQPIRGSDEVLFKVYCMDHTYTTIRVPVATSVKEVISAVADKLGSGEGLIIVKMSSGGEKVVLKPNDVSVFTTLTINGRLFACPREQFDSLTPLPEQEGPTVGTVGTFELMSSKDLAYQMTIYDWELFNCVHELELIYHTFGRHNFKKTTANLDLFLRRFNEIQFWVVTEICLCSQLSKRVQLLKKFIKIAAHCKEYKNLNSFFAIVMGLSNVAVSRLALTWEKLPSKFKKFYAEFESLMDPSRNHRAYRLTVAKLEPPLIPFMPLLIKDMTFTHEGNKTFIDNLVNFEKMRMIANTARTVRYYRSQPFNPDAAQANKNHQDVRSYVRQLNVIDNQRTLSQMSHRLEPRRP
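In this primary screen, activation is scored as increased exchange of BODIPY-GDP from Rap1B by 100 nM EPAC2, with 50 uM GDP as competitor. Signal is normalized to the 6.5 mM cAMP agonist control.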
TGFb inhibitor: blocks TGF-b signaling; actives 1.2% (n = 410,000); HepG2 CAGA-GFP TGF-b/SMAD3 reporter, GFP fluorescence, 18 h; TGF-beta stimulated, 500 pg/mL final; Potency, µM (doses to about 46.1 µM), without a hit: at the highest dose activity, negative = inhibition, usual class: inhibitors; AID 588855; also: potency is read from the fitted curve at half-maximal effect; % is scaled to controls: 0 for no effect and ±100 for the full control effect; nearly all actives have a fitted effect of over 65% in size
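Per well, imaged GFP fluorescence of HEPG2 CAGA-GFP cells gives the signal; cells get compound, then TGF-beta (500 pg/mL final), 18 h at 37 degrees C; %Activity versus -TGF-beta and +DMSO controls.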
EPAC2 antagonist: antagonists of human EPAC2; Potency, µM (series often up to 114 µM), for the others: at the top dose activity, negative = inhibition, most hits filed as inhibitors; EPAC2 GEF exchange of Rap1B-BODIPY-GDP, fluorescence; Q8WZA2; actives 0.18% (n = 360,000); also: potency is read from the fitted curve at half-maximal effect; % is scaled to controls: 0 for no effect and ±100 for the full control effect; nearly all actives have a fitted effect of over 45% in size; many of its hits are not listed in these tables
The depositor's hits bear a star; i = inactive; u = inconclusive; x = no result given; [ ] = dose if it differs, or a comment. Unless noted, calls follow the shape of the dose curve; as a rule, active = well fitted curve in the direction sought with a large enough effect; inconclusive = small, poorly fitted or top-dose-only effect, or another doubt; inactive = no such curve, though single readings can be large; an effect the other way counts as inactive or inconclusive. Some of the compounds tested; rates above refer to the full screens.

Under each structure: CCT modulator	Nrf2 block	Nrf2 activator	Mm-Cpn inhibitor	A549 tox	pAkt inh	EPAC2 ag	TGFb inhibitor	EPAC2 antagonist
> Cc1ccc(N(CC(=O)N/N=C/c2ccc(OC3CSC3)cc2)S(=O)(=O)c2ccccc2)cc1
  -2.3	u	1.8%	2%	-7%	i	12%	-6%	-8%
> Cc1ccnc(N2CCC(C(=O)Nc3ccc(Oc4ccccc4)cc3)CC2)n1
  -3.9	-11%	-0.3%	3%	0%	i	7%	-12%	2%
> CCOc1cc(CNCCCN2CCOCC2)cc(Cl)c1OCC(=O)NC(C)(C)C
  0.3	6%	0.1%	0%	-7%	i	11%	6%	-6%
> COc1ccc(NC(=O)C2(C)CCN2Cc2ccccc2OC(F)F)cc1OC (stereo not drawn)
  -0.6	x	2.1%	x	x	i	4%	-21%	-23%
> COc1ccc(/C=C/C(=O)Nc2ccccc2C(=O)O)cc1
  -36*	u	-0.7%	0%	-4%	i	7%	0%	1%
> O=C(NCCc1c[nH]c2ccccc12)C1CCC(Cn2c(=S)[nH]c3ccccc3c2=O)CC1 (stereo not drawn)
  0.7	u	4.1%	-10%	-15%	i	10%	-18%	10%
> O=C(O)CCSC(=S)N1CCOCC1
  -7.8	-3%	-0.1%	1%	0%	i	3%	-27%	-2%
> CC(=NC(C)C)C1=C(O)CCC1=O
  0.8	-24%	-0.8%	-1%	-15%	i	-7%	-2%	-1%
> N#CC1=C(N)Oc2cc3ccccc3cc2C1c1cccs1 (stereo not drawn)
  0.3	-23%	2.0%	0%	-17%	i	15%	u	18%
> O=C(CN1CCCC1)N1CCCc2ccccc21
  0.0	3%	0.1%	2%	2%	i	14%	3%	14%
> Cc1ccc(S(=O)(=O)Nc2ccc(C(N)=O)cc2)cc1[N+](=O)[O-]
  1.4	-4%	-0.6%	0%	3%	i	5%	3%	0%
> COc1cccc(CNC(=O)c2cccc(S(=O)(=O)N3CCN(C)CC3)c2)c1
  -2.5	-8%	-0.6%	0%	0%	i	10%	-6%	-7%
> CC(=O)NCCC(=O)Nc1cc(S(=O)(=O)N2CCOCC2)ccc1N1CCCC1
  -0.6	3%	0.1%	-2%	-1%	i	3%	-9%	3%
> CC(CNC(=O)COC(=O)c1cccnc1Cl)c1ccccc1 (stereo not drawn)
  -2.3	5%	-0.6%	0%	4%	i	6%	-20%	2%
> COc1ccc(-c2cc3nc(C)c(CCC(=O)N4CCN(c5ccc(F)cc5)CC4)c(C)n3n2)c(OC)c1
  x	u	-1.0%	x	-5%	x	x	5%	x
> Cc1cccc(NC(=O)/C(C#N)=C/c2ccc[nH]2)c1C
  -0.3	12%	u	2%	-1%	i	6%	3%	0%
> COC(=O)c1c(NC(=O)c2ccccc2C(=O)O)sc2c1CCC2
  0.6	7%	-0.1%	0%	-2%	i	-5%	-3%	9%
> O=C(NCc1ccco1)c1cccn2c(=O)c3c4c(sc3nc12)CCCC4
  -0.1	u	u	-3%	-6%	i	-13%	23%	-6%
> CCOc1ccccc1N(CC(=O)NC1CCCCC1)C(=O)CCC(=O)Nc1cc(C)ccn1
  0.7	16%	-0.9%	0%	0%	i	-2%	12%	0%
> Cc1cccc(NS(=O)(=O)c2cccc(C(=O)NCC3(N4CCCCC4)CCCCC3)c2)c1
  -3.0	-4%	0.2%	0%	-9%	i	2%	8%	-6%
> Cc1ccc(S(=O)(=O)N2CC(O)C[C@H]2C(=O)OCC(=O)c2ccccc2)cc1 (stereo partly drawn)
  -0.5	8%	-0.4%	1%	0%	i	-7%	0%	5%
> Cc1ccc(S(=O)(=O)Nc2cccc(-c3ccc(N4CCCCCC4)nn3)c2)cc1C
  -6.7	-8%	6.6%	-8%	-3%	i	16%	-26%	2%
> Cc1ccc(C(C)NC(=O)c2cccs2)cc1C (stereo not drawn)
  0.5	-12%	0.4%	x	1%	i	14%	18%	-4%
> COc1ccc(OCc2cc(C(=O)N3C[C@H]4CC[C@H]3C4)no2)c(Cl)c1
  0.7	20%	2.8%	-1%	0%	i	-5%	0%	-9%
> COc1ccc(N2CCN(C(=O)c3nn(C)c4c3CSc3ccccc3-4)CC2)cc1
  x	-18%	0.7%	x	-1%	x	x	u	x
> Cn1nccc1C(=O)N1CCN(c2ccc(F)cc2)CC1
  -0.2	-8%	-0.7%	-1%	-4%	i	-2%	u	3%
> FC(F)(F)c1cccc(N2CCN(Cc3nnc(-c4ccccc4)o3)CC2)c1
  x	-4%	5.8%	x	-2%	x	x	-29%	x
> Cc1cc(F)ccc1NC(=O)c1csc2c1CCC(C)C2 (stereo not drawn)
  x	u	1.0%	x	13%	x	x	u	x
> Cc1ccc(S(=O)(=O)c2cn(CC(=O)Nc3ccc4c(c3)OCO4)c3ccc(F)cc3c2=O)cc1
  x	5%	0.6%	x	-7%	x	x	u	x
> O=C1CN(C(=O)CN2CCN(S(=O)(=O)c3ccccc3)CC2)c2ccccc2N1
  0.3	x	-0.4%	x	x	i	-1%	8%	17%
> O=C(CC1N=C2c3ccccc3N=C(SCC(=O)Nc3ccccc3F)N2C1=O)NCc1cccs1 (stereo not drawn)
  x	-4%	4.3%	x	-7%	x	x	-28%	x
> COc1ccc(/C=C/C(=O)C2CC2)cc1COc1c(C)cccc1C
  -1.2	7%	4.7%	2%	7%	i	8%	-5%	-3%
> Nc1ccc(CC(N)c2csc(Nc3nncc4ccccc34)n2)cc1 (stereo not drawn)
  -2.1	x	-0.4%	x	x	i	2%	u	1%
> Cc1c(C(=O)O)nn(-c2cccc(C(F)(F)F)c2)c(=O)c1C#N
  3.0	12%	-0.6%[9.22 µM]	1%	-1%	i	2%	15%	1%
> CC1CC(C)CN(C(=O)c2ccc(S(=O)(=O)N3CCCCC3)cc2)C1 (stereo not drawn)
  -2.8	4%	-0.9%	1%	7%	i	0%	-13%	4%
> CN(C(=O)c1cccc(N2C(=O)C3CC=CCC3C2=O)c1)C1CCCCC1 (stereo not drawn)
  0.8	-9%	0.3%	-2%	-5%	i	5%	-2%	2%
> CCOC(=O)c1c(S(=O)(=O)NCC(=O)Nc2ccc(C)cc2)c(C)n(C)c1C
  -1.3	-12%	-0.5%	-3%	-9%	i	5%	1%	1%
> O=C(OCc1nnc(-c2ccc(Cl)cc2)o1)C12CC3CC(CC(O)(C3)C1)C2
  -8.7	3%	6.2%	3%	0%	i	21%	0%	3%
> CC1CCC(C(C)C)C(NC(=O)c2ccncc2)C1 (stereo not drawn)
  -0.3	x	0.0%	x	x	i	1%	-3%	8%
> CCN(Cc1ccc(OC)c(F)c1)C(=O)CCl
  -1.4	-8%	u	-10%	-2%	i	4%	-7%	4%

Reformatted in markdown: 3 of the compounds above.
| mol | CCT modulator | Nrf2 block | Nrf2 activator | Mm-Cpn inhibitor | A549 tox | pAkt inh | EPAC2 ag | TGFb inhibitor | EPAC2 antagonist |
| --- | --- | --- | --- | --- | --- | --- | --- | --- | --- |
| COc1ccc(/C=C/C(=O)C2CC2)cc1COc1c(C)cccc1C | -1.2 | 7% | 4.7% | 2% | 7% | i | 8% | -5% | -3% |
| Nc1ccc(CC(N)c2csc(Nc3nncc4ccccc34)n2)cc1 (stereo not drawn) | -2.1 | x | -0.4% | x | x | i | 2% | u | 1% |
| Cc1c(C(=O)O)nn(-c2cccc(C(F)(F)F)c2)c(=O)c1C#N | 3.0 | 12% | -0.6%[9.22 µM] | 1% | -1% | i | 2% | 15% | 1% |

Continued:
Under each structure: CCT modulator	Nrf2 block	Nrf2 activator	Mm-Cpn inhibitor	A549 tox	pAkt inh	EPAC2 ag	TGFb inhibitor	EPAC2 antagonist
> CN1CCc2nc(NC(=O)c3cccc(OC(F)F)c3)sc2C1
  -3.3	28%	11%	-9%	8%	i	11%	6%	-1%
> O=C(CSCc1c(F)cccc1Cl)NCCc1ccccc1
  -2.3	11%	5.0%	0%	20%	i	8%	-5%	-6%
> CCc1ccc2c(c1)NC(=O)C2(C)Cc1ccc(C(F)(F)F)nc1 (stereo not drawn)
  3.4	x	0.5%[9.22 µM]	x	x	i	1%	2%	-15%
> Cc1ccc(NC(=O)CCNS(=O)(=O)c2ccccc2)c(C(=O)c2ccccc2)c1
  0.8	-8%	-0.2%	0%	1%	i	-7%	-12%	-8%
> CCCCN(C(=O)CSc1nnc(-c2ccco2)o1)c1c(N)n(Cc2ccccc2)c(=O)[nH]c1=O
  -2.4	6%	-0.7%	1%	-1%	i	-1%	0%	26%
> COc1ccc(NC(=O)NNC(=O)COc2ccc3cc(Br)ccc3c2)c(OC)c1
  -2.9	4%	-0.4%	-10%	1%	i	1%	-1%	-1%
> COc1cc(/C=C/CN2CCN(Cc3ccc(C)o3)C(CCO)C2)ccc1O (stereo not drawn)
  -4.5	1%	2.9%	4%	2%	i	9%	-14%	0%
> COc1ccc(N/C=C2\C(=O)CCc3c2oc2cc(Cl)c(O)c(Cl)c32)cc1
  0.7	0%	7.1µM*	0%	-3%	i	17%	1%	-2%
> CN(C(=O)CCc1nc2ccccc2s1)c1ccccc1
  -2.1	3%	-0.6%	1%	0%	i	8%	5%	8%
> Cc1ccc(-c2c(C(=O)O)c3ccccc3[nH]c2=O)cc1
  2.1	-5%	-0.1%	2%	1%	i	4%	27%	2%
> CC(C)OC(=O)/C(=C\C=C\c1ccccc1)NC(=O)c1ccccc1
  -2.9	-16%	0.4%	1%	-7%	i	9%	4%	-5%
> COc1cc(/C=N/NC(=O)c2ccc(CSc3nncn3C)cc2)cc(OC)c1O
  -6.5	5%	3.2%	0%	-8%	i	2%	5%	1%
> O=C(O)C1CCCN1S(=O)(=O)c1cc(Cl)ccc1Cl (stereo not drawn)
  -56*	15%	0.2%	0%	-7%	i	2%	-5%	5%

Screens deposited in PubChem BioAssay by National Center for Advancing Translational Sciences (NCATS).
